Screens: PubChem BioAssay, National Center for Advancing Translational Sciences (NCATS)
RGS4 inh: inhibitors of human regulator of G protein signaling 4; P49798; Transcreener GDP fluorescence polarization, RGS4-accelerated GTP hydrolysis; Potency, µM (titrated, usually from 114 µM), for the others: at the top dose activity change, negative = inhibition, most hits filed as inhibitors; hit rate 0.039% among 390,000; AID 504845; also: potency is read from the fitted curve at half-maximal effect; % is scaled to controls: 0 for no effect and ±100 for the full control effect; nearly all actives have a fitted effect of over 75% in size; some results filed as inactive show a strong effect at the top dose
Target sequence (P49798 whole entry, looked up): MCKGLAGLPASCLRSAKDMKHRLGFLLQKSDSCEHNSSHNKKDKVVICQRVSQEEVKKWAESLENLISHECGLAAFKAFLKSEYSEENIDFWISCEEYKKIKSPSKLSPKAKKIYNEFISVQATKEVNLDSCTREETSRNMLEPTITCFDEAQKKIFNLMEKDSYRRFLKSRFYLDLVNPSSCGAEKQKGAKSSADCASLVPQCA
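MLSMR compounds (23 nl, pin-transferred) preincubated 10 min at room temperature with a 500nM (2x) first reagent, then RGS4 at 900nM (2x) plus Transcreener GDP mix added; fluorescence polarization (620/688 nm) read before and after 90 min at 30 °C.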
Pol kappa inh: DNA polymerase kappa (human) inhibition; Q9UBT6; purified Pol kappa, fluorescent DNA synthesis assay, 10 min; Potency, µM (top dose mostly 107 µM), for the others: at the highest dose activity, negative = inhibition, actives largely listed as inhibitors; hit rate 0.53% among 400,000; also: potency is read from the fitted curve at half-maximal effect; % is scaled to controls: 0 for no effect and ±100 for the full control effect
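Readout: fluorescence, taken kinetically at 0 and 10 min. Conditions: 10 nM Pol kappa, 15 min RT compound preincubation, 50 nM substrate final. Controls: enzyme-free buffer wells.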
APE1 inh: blocks human APE1 abasic DNA cleavage; Potency, µM (titrated, usually from 65.8 µM), without a hit: at the highest dose activity change, negative = inhibition, actives largely listed as inhibitors; AID 2517; hit rate 0.35% among 350,000; recombinant APE1, TAMRA/BHQ-2 abasic DNA cleavage fluorescence;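 also: potency is read from the fitted curve at half-maximal effect; plate controls were vehicle for no effect and reference inhibitor for full effect; nearly all actives have a fitted effect of over 55% in size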
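APE1 at 0.75 nM final was preincubated with compound 15 min at room temperature, then 50 nM double-stranded THF abasic-site substrate (5'-TAMRA/3'-BHQ-2) was added. Fluorescence (ex 525/em 598 nm) was read kinetically; third-minus-first read gave activity.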
POLB inh: blocks human DNA polymerase beta activity. P06746. Potency, µM (series often up to 114 µM), inactives show at the highest dose activity change, negative = inhibition, usual class: inhibitors. Pol beta primer extension/strand displacement, fluorescence kinetic. AID 485314. hit rate 1.3% among 340,000; also: potency is read from the fitted curve at half-maximal effect; % is scaled to controls: 0 for no effect and ±100 for the full control effect
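Reaction started by 50 nM substrate onto compound-treated Pol beta (10 nM, 15 min preincubation, room temperature); plates read at 0 min and 10 min. Normalized concentration-effect data fitted by four-parameter Hill equation.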
POLH inh: DNA polymerase eta (human) inhibition; Q9Y253; recombinant Pol eta, fluorescent DNA replication assay; Potency, µM (series often up to 114 µM), inactives show at the highest dose activity change, negative = inhibition, most hits filed as inhibitors; hit rate 1.2% among 390,000; AID 588591; also: potency is read from the fitted curve at half-maximal effect; % is scaled to controls: 0 for no effect and ±100 for the full control effect
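Pol eta at 10 nM preincubated with compounds 15 min at room temperature; reaction started with fluorescent substrate (50 nM final) and read kinetically at 0 and 10 min.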
12-LOX inh: ALOX12 (human) lipoxygenase inhibition. purified 12hLO, xylenol orange hydroperoxide absorbance. Potency, µM (highest dose often 108 µM), without a hit: top-dose activity change, negative = inhibition, hits mostly inhibitors. hit rate 1.1% among 580,000. AID 1671190; also: potency is read from the fitted curve at half-maximal effect; % is scaled to controls: 0 for no effect and ±100 for the full control effect
Target sequence (P18054 whole entry, looked up): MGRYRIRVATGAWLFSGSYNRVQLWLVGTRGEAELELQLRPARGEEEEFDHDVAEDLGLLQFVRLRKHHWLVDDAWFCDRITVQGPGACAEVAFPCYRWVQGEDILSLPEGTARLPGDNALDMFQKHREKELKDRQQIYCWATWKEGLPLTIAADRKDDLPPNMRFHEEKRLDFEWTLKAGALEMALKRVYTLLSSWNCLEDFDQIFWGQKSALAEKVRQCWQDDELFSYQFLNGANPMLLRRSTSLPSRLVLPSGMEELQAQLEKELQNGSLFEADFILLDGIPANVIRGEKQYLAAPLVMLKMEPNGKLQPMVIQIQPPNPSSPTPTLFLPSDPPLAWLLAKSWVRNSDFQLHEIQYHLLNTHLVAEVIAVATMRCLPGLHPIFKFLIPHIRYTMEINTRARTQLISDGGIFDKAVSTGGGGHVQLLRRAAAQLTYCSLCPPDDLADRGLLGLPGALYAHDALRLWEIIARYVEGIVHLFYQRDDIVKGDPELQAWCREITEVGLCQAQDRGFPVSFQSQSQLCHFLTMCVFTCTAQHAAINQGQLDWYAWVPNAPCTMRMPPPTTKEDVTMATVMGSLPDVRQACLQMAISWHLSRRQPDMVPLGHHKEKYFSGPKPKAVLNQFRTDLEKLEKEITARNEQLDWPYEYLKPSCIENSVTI
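Purified human 12hLO (150 nM final) in 25 mM Hepes, 0.01% Triton X-100, pH 7.0 was preincubated 15 min at room temperature with compound. Then 40 uM arachidonic acid was added, 30 min. Hydroperoxide was read by Fe-XO absorbance ratio 573/405 nm.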
Anesthetic bind: binds horse apoferritin like a general anesthetic. apoferritin/1-aminoanthracene competitive binding, fluorescence. hit rate 0.074% among 350,000. P02791. Potency, µM (series often up to 77.5 µM), for inactives: at the highest dose activity change, negative = displacement, usual class: inhibitors; also: potency is read from the fitted curve at half-maximal effect; % is scaled to controls: 0 for no effect and ±100 for the full control effect; nearly all actives have a fitted effect of over 20% in size
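Read-out: endpoint 1-AMA fluorescence, excitation 380 nm and emission 535 nm, after compounds sit 10 min at room temperature with 10 uM horse-spleen apoferritin in 50% saturated 1-AMA/PBS. Values come from four-parameter Hill fits.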
LDHA inh: blocks human lactate dehydrogenase A; activity change, % (values are at about 110 or 230 µM); hit rate 0.15% among 480,000; P00338; purified LDHA, NADH/diaphorase-resazurin fluorescence; stronger effect = lower value; in the data active = activity change below about -30%; inconclusive = mostly about -25% to -30%;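 also: plate controls were DMSO wells for no effect and wells without enzyme for full effect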
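Human LDH5 at 2 nM final in Tris HCl pH 7.4 with 0.06 mM NADH and 0.2 mM pyruvate, reacted 5 minutes at room temperature. Remaining NADH coupled via diaphorase/resazurin; resorufin fluorescence read at 0 and 20 minutes, normalized to enzyme-free and DMSO wells.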
ERG Ets-DNA blk: inhibitors of human ERG Ets domain-DNA interaction | P11308 | fluorescence polarization, His-ERG Ets domain / labelled DNA | Potency, µM (series often up to 76.9 µM), for inactives: at the top dose FP activity, negative = inhibition, usual class: inhibitors | hit rate 0.028% among 370,000; active = well fitted inhibition curve with a large enough effect in the polarisation, with a control signal flat; inconclusive = small, poorly fitted or top-dose-only effect, or effect the other way, or a change in a side signal; inactive = no such curve, though single readings can be large or run the other way; the % refers to the polarisation;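 also: polarization taken with two DNA probes labelled with fluorescein and Texas red; potency is read from the fitted curve at half-maximal effect; % of control where 0% means no effect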
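His-tagged ERG Ets domain (1 uM in the protein solution; 300mM KCl, 50mM Tris-HCl, 1mM EDTA, 1mM DTT, pH 7.5) received compound, then a probe mix of 5 nM fluorescein-DNA and 100nM Texas-615-DNA. Fluorescence polarization was read for both dyes.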
The depositor's hits bear a star; ? = inconclusive; . = no result given; & = joins results of further samples; [ ] = another dose, or the depositor's remark. Unless noted, calls follow the shape of the dose curve; as a rule, active = well fitted curve in the direction sought with a large enough effect; inconclusive = small, poorly fitted or top-dose-only effect, or another doubt; inactive = no such curve, though single readings can be large; an effect the other way counts as inactive or inconclusive.

| mol | RGS4 inh | Pol kappa inh | APE1 inh | POLB inh | POLH inh | 12-LOX inh | Anesthetic bind | LDHA inh | ERG Ets-DNA blk |
| --- | --- | --- | --- | --- | --- | --- | --- | --- | --- |
| CC(C)(C)OC(=O)NC(Cc1ccccc1)C(=O)NCCCC(=O)O (stereo not given) | 11.1% | -5.5% | 7.0% | 2.8% | -16.4% | 0.0% | -3.6% | -8.2 | -6.3% |
| CCc1ccc(CNC(=O)CN(c2ccc(C)cc2)S(=O)(=O)N(C)C)cc1 | 12.5% | -2.7% | . | 33.7% | -15.7% | -9.9% | -8.2% | -9.9 | 2.7% |
| COc1ccc(Cl)cc1CC=NNC(=O)c1cccc(C)c1O | -3.6% | -16.1% | . | . | 2.4% | -1.9% | . | -3.1 | 0.8% |
| O=C1OCCC1Sc1nnc(-c2ccc(O)cc2)o1 (stereo not given) | -35.6% | -6.6% | 3.1% | 3.5% | -7.2% | -55.0% | -2.4% | 0.7 | -6.7% |
| CCCC(=O)Nc1cc(C)c(NC(=O)C23CC4CC(CC(C4)C2)C3)cn1 | -3.5% | -9.2% | -2.7% | 6.7% | -3.5% | 0.0% | -16.2% | 4.7 | 4.5% |
| O=[N+]([O-])c1cccnc1N1CCN(c2ccccc2F)CC1 | -1.4% | -5.6% | -3.0% | -2.6% | -5.5% | -9.3% | -15.4% | -5.4 | -5.8% |
| CCOC(=O)c1cc(-c2ccccc2)n(-c2cccc(C(=O)NC(C)(C)C)c2)c1C | -10.4% | -3.7%[60.1 µM] | . | -26.3% | -0.5% | -7.0% | 71.4%[activator] | -2.7 | 10.0% |
| COc1cccc(OCC(=O)NNC(=O)Cc2cccs2)c1 | 3.3% | -5.0% | -0.3% | 29.3% | -19.3% | -18.7% | -2.0% | -11.7 | -0.9% |
| COc1cc(/C=C2/NC(=O)N(c3cccc(Cl)c3)C2=O)ccc1O | -20.9% | -14.8% | 5.4% | -17.3% | -18.9% | -18.9% | -11.8% | -13.5 | 4.7% |
| CC(=O)Nc1nc2cc(C(N)=O)ccc2s1 | -26.2% | 9.1% | 5.3% | . | -9.5% | -5.3% | . | -3.0 | 14.4% |
| Cc1ccc(-c2csc3ncnc(NCCN4CCOCC4)c23)cc1 | 10.3% | -15.0% | -2.5% | -0.7% | -2.0% | 0.0% | -16.8% | -0.5 | 6.0% |
| Cc1c(-c2ccc(F)cc2)[n+](=O)c(-c2ccc(F)cc2)c(C)n1[O-] | 1.4% | 0.2% | -1.5% | 1.3% | -1.5% | 4.1%&0.0% | -8.7% | 29.0&-3.0 | -12.7% |
| O=c1c2ccccc2nc(/C=C/c2ccc(O)cc2)n1CCc1ccccc1 | -9.5% | -18.2% | -3.6% | 11.4% | -18.0% | -3.2% | -1.4% | -5.1 | -1.9% |
| CCOC(=O)N1CCN(C(=O)CC(C(=O)N2CCc3ccccc32)n2ccnc2)CC1 (stereo not given) | 28.6% | -10.8% | -0.1% | 38.9% | -8.0% | -20.7% | -15.7% | -4.9 | -1.1% |
| COc1ccc(NC(=O)Cn2nnc(C(=O)NCc3ccccc3OC)c2N)cc1Cl | -10.2% | 4.9% | -7.1% | 19.6% | -8.6% | ? | -8.7% | -13.6 | -8.0% |
| NS(=O)(=O)c1ccc(NC(=O)COc2ccc(C(=O)c3ccc(F)cc3)cc2)cc1 | -23.0% | -8.6% | 1.3% | ? | ? | -5.2% | -13.7% | -6.9 | 15.8% |
| O=C(Cn1ncc2c3ccccc3n(Cc3ccccc3)c2c1=O)NCCN1CCOCC1 | 5.7% | -16.0% | 8.5% | 20.4% | -17.3% | 0.3% | -11.6% | -4.7 | -11.9% |
| Nc1nnc(SCC(=O)Nc2cccnc2Cl)s1 | 0.3% | -9.3% | -14.5% | . | 9.1% | 1.2% | . | -6.3 | -1.0% |
| COc1ccc(NC(=O)CC2C(=O)N(c3ccc(OC)cc3)C(=O)N2CCN2CCN(C)CC2)cc1 (stereo not given) | -5.5% | -1.7% | 3.5% | -1.7% | -6.8% | 23.5% | -8.2% | 3.3 | 2.3% |
| Cc1ccc(N2C(=O)C3CCC(c4ccccc4)CC3C2=O)cc1 (stereo not given) | 42.6% | -11.2% | -0.2% | 22.2% | -5.0% | 5.1% | -5.2% | -4.3 | 3.1% |
| Cn1ccnc1SCC(=O)Nc1cccc(O)c1 | 19.0% | -4.9% | -0.2% | 1.1% | -2.8% | 2.4% | -11.7% | -4.6 | -1.8% |
| O=C(NCCCNc1ccc(C(F)(F)F)cc1[N+](=O)[O-])c1ccc(F)cc1 | -8.0% | -17.9% | 6.7% | -1.1% | -12.7% | -9.2% | -17.3% | -0.4 | -9.8% |
| CCc1ccc(C2CC(=O)c3c([nH]c(C(=O)OCCOc4ccccc4)c3C)C2)cc1 (stereo not given) | 11.1% | -11.0% | . | ? | 22.0% | ? | 32.3%[activator] | -2.7 | 6.7% |
| CC(C)(C)c1ccc(NC(=O)COC(=O)C2(C)CC2(Cl)Cl)cc1 (stereo not given) | 3.0% | -22.5% | ? | ? | -26.7% | 0.0% | -6.5% | -0.6 | 0.5% |
| COc1ccc(/C=N/NC(=O)CN(C2=NS(=O)(=O)c3ccccc32)c2ccccc2)cc1OC | 11.7% | -18.6% | -1.6% | 3.7% | -3.6% | -11.3% | -5.1% | -2.9 | -3.8% |
| Cc1ccccc1NC(=O)Cc1nc(COC(=O)/C=C/c2ccccc2)cs1 | -10.8% | 5.1% | -0.8% | . | -23.7% | -11.0% | . | -6.7 | 9.8% |
| COc1ccc(-c2csc3nc(-c4ccc(F)cc4)oc(=O)c23)cc1 | 11.9% | -3.0% | . | -1.1% | -16.6% | -12.3% | -3.3% | -4.7 | 1.0% |

Reprinted at random: two entries already listed
| mol | RGS4 inh | Pol kappa inh | APE1 inh | POLB inh | POLH inh | 12-LOX inh | Anesthetic bind | LDHA inh | ERG Ets-DNA blk |
| --- | --- | --- | --- | --- | --- | --- | --- | --- | --- |
| Cn1ccnc1SCC(=O)Nc1cccc(O)c1 | 19.0% | -4.9% | -0.2% | 1.1% | -2.8% | 2.4% | -11.7% | -4.6 | -1.8% |
| CCOC(=O)N1CCN(C(=O)CC(C(=O)N2CCc3ccccc32)n2ccnc2)CC1 (stereo not given) | 28.6% | -10.8% | -0.1% | 38.9% | -8.0% | -20.7% | -15.7% | -4.9 | -1.1% |

A portion from further up, for reference:
| mol | RGS4 inh | Pol kappa inh | APE1 inh | POLB inh | POLH inh | 12-LOX inh | Anesthetic bind | LDHA inh | ERG Ets-DNA blk |
| --- | --- | --- | --- | --- | --- | --- | --- | --- | --- |
| CC(C)(C)OC(=O)NC(Cc1ccccc1)C(=O)NCCCC(=O)O (stereo not given) | 11.1% | -5.5% | 7.0% | 2.8% | -16.4% | 0.0% | -3.6% | -8.2 | -6.3% |
| CCc1ccc(CNC(=O)CN(c2ccc(C)cc2)S(=O)(=O)N(C)C)cc1 | 12.5% | -2.7% | . | 33.7% | -15.7% | -9.9% | -8.2% | -9.9 | 2.7% |
| COc1ccc(Cl)cc1CC=NNC(=O)c1cccc(C)c1O | -3.6% | -16.1% | . | . | 2.4% | -1.9% | . | -3.1 | 0.8% |
| O=C1OCCC1Sc1nnc(-c2ccc(O)cc2)o1 (stereo not given) | -35.6% | -6.6% | 3.1% | 3.5% | -7.2% | -55.0% | -2.4% | 0.7 | -6.7% |
| CCCC(=O)Nc1cc(C)c(NC(=O)C23CC4CC(CC(C4)C2)C3)cn1 | -3.5% | -9.2% | -2.7% | 6.7% | -3.5% | 0.0% | -16.2% | 4.7 | 4.5% |
| O=[N+]([O-])c1cccnc1N1CCN(c2ccccc2F)CC1 | -1.4% | -5.6% | -3.0% | -2.6% | -5.5% | -9.3% | -15.4% | -5.4 | -5.8% |

This is a subset; the hit share may differ from the screen's.
